Screens (PubChem BioAssay)
Autophagy HCS: autophagy modulation, high-content screen; MEF GFP-LC3 puncta imaging; test concentration mostly 10 µM; calls only at 10 µM (by protocol); actives 0.98% (n = 190,000);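 active means percentage of spot-positive cells more than 3 SD above its plate mean, without a fluorescence outlier flag or 80% toxicity; inconclusive means no clear call, values can overlap the other calls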;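 further: spot-positive cell cutoff set from DMSO-treated cells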
MT stabilizer: stabilizes microtubules in HeLa cells. AID 2205. % tubulin-high responders, % at 10 µM. actives 0.83% (n = 200,000). HeLa tubulin immunostaining HCS, 24 h; share of cells brighter than vehicle mean+2SD;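 active means plate Z-score above 3 for both tubulin-high and condensed-nucleus cell shares, with cell loss under 80%, at 10 µM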;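 further: anti alpha tubulin signal scored within the nucleus-defined area of each cell; some results filed as inactive read as strong as hits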
bCat nuc transl: alters nuclear translocation of beta-catenin in HeLa cells | immunofluorescence imaging | nuclear translocation activity, % at 5 µM | actives 0.3% (n = 190,000);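 active means nuclear translocation activity above 50% at 5 µM, with a well cell count of 50 or more; inconclusive means wells under 50 cells across six images, flagged as toxic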;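 further: per-cell ratio of nuclear to cytoplasmic median beta-catenin stain intensity; plate controls were DMSO negative control for no effect and GSK-3 inhibitor IX positive control for full effect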
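assay system = human HeLa cells, endogenous beta-catenin | times = compound treatment 24 h, 37°C, 5% CO2 | detection = Anti-beta-catenin immunofluorescence on PFA-fixed, Triton-permeabilized cells, DAPI nuclei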
M1AAP inhibition: P. falciparum M1AAP inhibitors, biochemical, fluorogenic H-Leu-NHMec substrate, 1536-well (AID 1445); recombinant M1AAP, H-Leu-NHMec fluorogenic kinetic assay; higher % means a stronger effect; actives 0.42% (n = 220,000); inhibition, % at 30 µM; hits with a dose series show IC50 in µM;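 active means primary inhibition above the hit cutoff, then over 50% inhibition at one or more dose response concentrations, cut at about 23% in these data, passing the limit was not always enough; inconclusive means conflicting primary data, or primary hits not chosen for dose response; inactive means low primary inhibition, or under 50% at every dose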;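 further: plate controls were DMSO full reaction for no effect and no enzyme background for full effect; strong numbers were not always called active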
P. falciparum M17LAP: P. falciparum M17LAP inhibitors, primary screen, biochemical, fluorogenic H-Leu-NHMec substrate, 1536-well (AID 1619) | recombinant M17LAP, H-Leu-NHMec fluorogenic kinetic assay; higher % means a stronger effect | inhibition, % at 30 µM, or IC50 in µM where a hit was titrated | actives 0.38% (n = 220,000);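 active means compound inhibiting the enzyme by more than half at any dose during confirmatory dose-response retesting; inconclusive means strong single-dose inhibitors picked by rank but not retested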;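 further: plate controls were full reaction with DMSO carrier for no effect and no enzyme background for full effect; strong numbers were not always called active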
T cell modulator: T cell immune modulators affecting CD8 T cell-vesicle binding; 2C CD8+ T cell-vesicle binding, flow cytometry; hits give low values; calls only at 7 µM; actives 0.068% (n = 330,000);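 active means response, share of CD8 T cells binding vesicles, and their 90th percentile fluorescence all below set limits, cut at about 80% in these data, passing the limit was not always enough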
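Benchmarks: naked versus QL9-loaded vesicles / Assay system: purified 2C TCR transgenic mouse naive CD8+ T cells / Technique: high-throughput flow cytometry with anti-B7-1 and anti-CD8 staining / Timing: Cell–vesicle co-incubation 1.5 h at 37 °C, staining 20 min on ice / Read-out: percent CD8+ FL2 mean versus row control / Probe or stimulus: QL9-loaded Drosophila micro-vesicles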
WT yeast gro inh: growth inhibition of WT yeast, mitochondrial fusion screen; mitochondrial fusion phenotypic screen, WT strain; inhibition, % at 10 µM; actives 2.1% (n = 190,000); AID 1362; in the data active means inhibition above about 58%; tested in S. cerevisiae
Dynein cargo inh: dynein cargo transport inhibition; AID 1381; 3617.4 mouse cells, GR-EGFP nuclear translocation imaging; test concentration mostly 20 µM; stimulated with dexamethasone, 1 µM; hits give low values; z-score, hits read low; actives 0.47% (n = 220,000);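 active means plate z-score of nuclear minus cytoplasmic receptor signal below a set negative limit, without overly bright fluorescence or cell loss, cut at about -3.5 in these data, passing the limit was not always enough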;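 further: z-score of nuclear minus cytoplasmic ring GR-EGFP intensity difference per well; some compounds called inactive have numbers as strong as hits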
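Also added: dexamethasone, 1.0 µM final. Medium: tet-free, stripped-serum medium. Detection: fixed, Hoechst-stained cells imaged at 10x for EGFP. Read-out: nuclear-to-cytoplasmic GR-EGFP distribution per well. Times: induction 48 h, compound 1 h, agonist 30 min.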
Yfh1-depleted yeast: enhancers of respiration in Yfh1-depleted yeast, dose response, Friedreich's ataxia, plus single-dose screen (AID 1465); S. cerevisiae Yfh1-off respiration, WST-1 reduction, 72 h; higher fold induction means a stronger effect; fold induction at 50 µM; hits with a dose series show EC50 in µM; actives 0.074% (n = 220,000);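 active means fold induction of absorbance versus untreated yeast above a set limit, then at least 30% activation at any dose in follow-up; inconclusive means repeats straddling the limit, or above it without dose testing; inactive means fold induction below the set limit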;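 further: activators that raise dye reduction in frataxin-depleted yeast; strong numbers were not always called active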
WT yeast gro inh mutant strain: second read-out of WT yeast gro inh, no call of its own (marks repeat the call); inhibition, %; mitochondrial fusion phenotypic screen, mutant strain inhibition
Dynein cargo inh cytoplasmic EGFP: second read-out of Dynein cargo inh, no call of its own (marks repeat the call); z-score; measured here: cytoplasmic GR-EGFP intensity; hits give high values
Dynein cargo inh nuclear GR-EGFP: second read-out of Dynein cargo inh, no call of its own (marks repeat the call); z-score; measured here: nuclear GR-EGFP intensity;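 lower value marks the stronger effect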
Dynein cargo inh cell count: second read-out of Dynein cargo inh, no call of its own (marks repeat the call); z-score; measured here: cell count per field
bCat nuc transl cell count 5 µM: recorded beside bCat nuc transl, whose call it bears; cell count; measured here: cell count, cytotoxicity flag
T cell modulator vesicle-bound %: further read-out of T cell modulator, marked with its call; double positive events, %; measured here: CD8+ vesicle-bound cell fraction;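 binding gate set so that unloaded-vesicle control wells show 10% double positive cells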
MT stabilizer Hoechst-high %: further read-out of MT stabilizer, marked with its call; % Hoechst-high responders; measured here: nuclear condensation Hoechst responders;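 share of cells brighter than vehicle mean plus two SD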
MT stabilizer cytotoxicity %: second read-out of MT stabilizer, no call of its own (marks repeat the call); toxicity, %; measured here: cytotoxicity by cell density;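 0% = mean cell density of plate MIN control wells and 100% = no cells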
Autophagy HCS cell loss 18 h: further read-out of Autophagy HCS, marked with its call; toxicity, %; measured here: cell loss, nuclei count;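 cell loss after 18 h compound exposure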
* marks the source's active call; other numbers are inactive results; i = inactive; u = inconclusive; x = no result given; + = active, no number.

SMILES	Autophagy HCS	Autophagy HCS cell loss 18 h	MT stabilizer	MT stabilizer Hoechst-high %	MT stabilizer cytotoxicity %	bCat nuc transl	bCat nuc transl cell count 5 µM	M1AAP inhibition	P. falciparum M17LAP	T cell modulator	T cell modulator vesicle-bound %	WT yeast gro inh	WT yeast gro inh mutant strain	Dynein cargo inh	Dynein cargo inh cytoplasmic EGFP	Dynein cargo inh nuclear GR-EGFP	Dynein cargo inh cell count	Yfh1-depleted yeast
CSc1nc2ccccc2n1CC(=O)Nc1c(C)cccc1C	i	8	2.9	1.9	5.8	2.2	970	1%	-18%	i	28	-2	-35	-0.65	-0.27	-0.023	0.39	i
S=C(NCCN1CCOCC1)Nc1ccc(Cl)cc1	i	24	2.3	3.1	4.7	-1.3	517	1%	10%	i	39	10	3	0.49	-0.21	0.36	0.15	i
O=C(Nc1ccccc1N1CCOCC1)c1cc(F)cc(F)c1	i	-9	4.0	2.2	8.5	-2.7	914	6%	12%	i	27	74*	66*	0.13	-0.3	0.088	-0.14	i
Cc1ccc(NC(=O)COC(=O)C2CCC(=O)N2)c([N+](=O)[O-])c1 (stereo unspecified)	i	15	1.9	1.6	3.7	-1.9	1027	-2%	-1%	i	31	8	15	0.061	1.1	0.53	-0.12	i
O=C(COc1ccccc1O)N1CCN(C(=O)c2ccco2)CC1	i	9	6.5	1.2	10	-9.5	1201	1%	3%	i	46	11	25	1.9	-0.35	1.1	-0.64	i
COc1cc(N2CCCC2)c(OC)cc1/C=C(/C#N)c1cccc(Br)c1	u	x	3.5	1.9	6.0	-1.2	1185	10%	-2%	i	28	x	x	-0.1	2.5	0.74	0.29	i
O=C(Nc1ccc(Cl)cc1)c1ccc(OC2CSC2)cc1	i	8	1.9	1.4	7.0	-0.1	1095	2%	-1%	i	15	12	5	1.3	-0.24	0.87	0.14	i
CC(=O)NC(Cc1ccccc1)C(=O)NC1CCN(C(=O)c2cnccn2)CC1 (stereo unspecified)	i	-9	4.2	1.7	4.4	-1.1	1014	-6%	-9%	i	28	5	5	-0.11	-0.25	-0.045	1.5	i
O=[N+]([O-])c1ccc(-c2ccc(/C=N/Nc3nc(NCc4ccccc4)nc(N4CCOCC4)n3)o2)cc1	+	5.6*	9.9	9.2	27	-0.1	1389	19%	-8%	i	52	6	1	-1.4	9.4	0.87	-0.83	i
Cc1cc(OCC(=O)NCCO)ccc1Cl	i	-2	3.5	2.9	10	0.0	1202	-1%	6%	i	18	-4	-3	-0.57	-0.21	-0.096	0.5	i
CCCCNc1ccc(C(CC(N)=O)NC(=O)Cc2cccc3ccccc23)cc1[N+](=O)[O-] (stereo unspecified)	x	x	x	x	x	0.2	1397	-7%	-15%	i	31	x	x	2	-0.58	1.7	-1.6	i
Cn1nnnc1SCc1ccc(Cl)cc1	i	30	3.7	2.6	8.6	-1.8	1074	-1%	4%	i	46	6	1	0.15	-0.052	0.026	-0.6	i
CC1(C)Cc2c(ccc3ccccc23)C2=C(C(=O)N3CCCC3)C(=O)C(=O)N21	i	4	1.4	1.8	3.4	2.1	1022	5%	21%	x	x	11	-2	-1.3	-0.2	-1.1	0.69	i
CCCN1CCCc2ccccc21	i	12	1.0	1.3	20	x	x	1%	-2%	i	28	14	18	-0.068	-0.28	-0.058	0.12	i
N#Cc1cccc(-n2nnnc2-c2ccc3c(c2)OCO3)c1	i	-6	3.5	2.6	5.2	-2.6	1179	7%	3%	i	42	11	13	1.7	-0.27	0.93	-0.17	i
Cc1cccc(C(=O)Nc2ccc(O)cc2)c1	i	8	2.4	1.9	9.1	x	x	7%	12%	i	29	-1	-21	-0.66	-0.2	-0.24	0.37	i
CCOC(=O)c1ccc(NC(=O)N2CCN(CCc3ccccc3)CC2)cc1	i	2	2.8	1.6	7.4	-1.3	1118	-4%	-7%	i	29	0	8	0.56	-0.25	0.27	0.035	i
COc1ccc(N(CC(=O)NCc2ccccc2)C(=O)Cn2nnc(-c3ccccc3F)n2)cc1OC	i	-14	3.2	2.5	12	-0.1	962	8%	1%	i	25	-8	4	0.1	-0.097	0.24	-0.0049	i
Cc1nc2c3ccccc3nc(NNC(=O)CCC(=O)NCCC(C)C)n2n1	i	8	1.9	1.9	1.3	-1.1	1123	-3%	-7%	i	43	7	-5	0.45	-0.25	0.39	0.15	i
CCN(CC)S(=O)(=O)c1ccc(OC(C)C)c(NC(=O)c2c3c(nc4ccccc24)CCN(Cc2ccccc2)C3)c1	i	2	3.5	4.7	2.3	-4.2	623	4%	0%	i	50	1	-11	0.65	-0.17	0.44	-1.1	i
Cc1cc(=O)[nH]c2c1c(C)nn2C1CCCC1	i	2	2.8	2.4	19	x	x	-10%	-5%	i	50	9	-22	-0.98	-0.22	-0.27	-0.34	i
S=C(NCCc1ccccc1)Nc1ccc(Br)cn1	i	25	5.1	1.2	5.9	-2.5	1157	1%	-5%	i	4	4	18	2.8	-0.16	2	-1.4	i
Cc1cc(C)n(-c2nc3ccccc3nc2NCCc2ccccc2)n1	i	-6	2.8	4.6	5.2	0.2	1163	5%	7%	i	45	34	8	1.2	-0.12	0.82	-0.83	i
CC1=CC(C)(C)N(C(=O)C(C)N2C(=O)c3ccccc3C2=O)c2ccc(C)cc21 (stereo unspecified)	i	-4	0.6	2.6	14	0.3	1065	2%	4%	i	8	1	69	-0.44	-0.34	-0.24	0.76	i
CCCC1=NCCn2cccc21	i	0	3.3	2.2	8.1	-0.8	1266	0%	-15%	i	2	24	-5	-0.87	-0.18	-1.1	-0.33	i
COc1cc(/C=C2/SC(=O)N(Cc3ccccc3)C2=O)ccc1OCc1ccncc1	i	2	3.2	3.0	2.7	-1.5	992	6%	-7%	i	32	-3	15	-1.2	-0.32	-0.5	0.24	i
COc1ccccc1CN(Cc1nc2ccccc2c(=O)[nH]1)S(=O)(=O)c1ccc2ccccc2c1	i	6	4.9	1.9	4.7	2.3	1111	3%	15%	i	8	6	-3	3	-0.13	1.5	-2.5	i
O=C(COc1ccccc1)N1CCNC1=O	i	-12	2.3	2.6	12	-1.8	1237	0%	1%	i	19	-7	13	-0.45	-0.17	-0.22	0.011	i
CCOc1nc(C)ccc1-c1noc(-c2ccccc2OC)n1	i	-5	2.9	2.5	7.9	1.8	1488	5%	-9%	i	18	-7	-2	0.22	-0.2	0.17	0.2	i
CC(=O)c1ccc2c(ccc3ccccc32)c1	i	-33	2.9	1.9	0.4	-0.1	1003	0%	-8%	i	67	6	0	1.6	-0.25	0.66	-1	i
O=C(NCCNC(=O)c1cc(OCC(F)(F)F)ccc1OCC(F)(F)F)Nc1ccccc1	i	-34	3.1	2.5	4.3	x	x	9%	-1%	i	23	6	-5	-0.64	-0.22	-0.82	0.54	i
CCOC(=O)C(NC(=O)CC)(Nc1ccccc1)C(F)(F)F (stereo unspecified)	i	25	2.8	2.2	9.3	-4.9	593	2%	-6%	i	41	0	-5	-0.1	-0.0014	0.5	0.66	i
COC(=O)CSc1ncccc1-c1nc2ccccc2[nH]1	i	2	2.3	1.8	2.7	x	x	5%	8%	i	7	14	12	-0.76	-0.27	-1	0.26	i
Nc1nc(Nc2ccc(Cl)cc2Cl)nc(C(F)(F)F)n1	i	6	3.9	2.2	5.5	x	x	3%	3%	i	57	-7	-7	2.4	0.25	1.7	-2	i
CCOC(=O)C1CCCN(C(=O)c2ccc3c(c2)N(Cc2ccccc2)C(=O)c2ccccc2S3=O)C1 (stereo unspecified)	i	6	2.0	1.0	3.4	-1.2	1072	2%	2%	i	59	11	-1	0.52	0.49	0.0035	-0.59	i
